# GLP1R cytotox: qHTS of GLP-1 Receptor Inverse Agonists: Cytotox Screen; HEK293 cAMP-luciferase reporter cells, luminescence, 24 h; Potency, µM (series often up to 38.3 µM), without a hit: at the top dose activity change, negative = inhibition, most hits filed as inhibitors; 410,000 compounds, 0.13% hits;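 also: loss of luciferase light is scored as toxicity; potency is read from the fitted curve at half-maximal effect; % is scaled to controls: 0 for no effect and ±100 for the full control effect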
#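 A 23 nL compound transfer followed 12 hours of cell culture at 37 deg C; exposure then lasted 24 hr. Luciferase assay detection reagent was dispensed and plates read for luminescence after a 12 min room-temperature wait.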
# IL-2 act: qHTS of IL-2 Activators. IL-2 activation reporter assay, cell-based qHTS; stimulated with anti-CD3/CD4/CD28 beads; in transgenic mouse T cells. 360,000 compounds, 0.065% hits. activation, % (series mostly up to about 46 µM). AID 652025, 2013; in the data active = activation above about 50%; inconclusive = mostly about 30% to 49%; also: 0% is about no effect
#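 Unstimulated transgenic mouse T cells; 60-min compound exposure; bead-based TCR/CD4/CD28 stimulation; 18 h culture, 37 degrees C; dual fluorescence (EGFP, DsRed) plate cytometry.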
# PLK1 PBD inh: qHTS for Inhibitors of PLK1-PDB (polo-like kinase 1 - polo-box domain): Primary Screen. Serine/threonine-protein kinase PLK1 (Homo sapiens), P53350. Plk1 PBD binding of FITC phosphopeptide, fluorescence polarization. Potency, µM, for inactives: max response, negative = inhibition, actives largely listed as inhibitors. 360,000 compounds, 2.8% hits; also: potency is read from the fitted curve at half-maximal effect; series mostly up to about 57 µM; % is scaled to controls: 0 for no effect and ±100 for the full control effect; nearly all actives have a fitted effect of over 65% in size
# Target sequence (P53350 whole entry, looked up, the tested form may be a part): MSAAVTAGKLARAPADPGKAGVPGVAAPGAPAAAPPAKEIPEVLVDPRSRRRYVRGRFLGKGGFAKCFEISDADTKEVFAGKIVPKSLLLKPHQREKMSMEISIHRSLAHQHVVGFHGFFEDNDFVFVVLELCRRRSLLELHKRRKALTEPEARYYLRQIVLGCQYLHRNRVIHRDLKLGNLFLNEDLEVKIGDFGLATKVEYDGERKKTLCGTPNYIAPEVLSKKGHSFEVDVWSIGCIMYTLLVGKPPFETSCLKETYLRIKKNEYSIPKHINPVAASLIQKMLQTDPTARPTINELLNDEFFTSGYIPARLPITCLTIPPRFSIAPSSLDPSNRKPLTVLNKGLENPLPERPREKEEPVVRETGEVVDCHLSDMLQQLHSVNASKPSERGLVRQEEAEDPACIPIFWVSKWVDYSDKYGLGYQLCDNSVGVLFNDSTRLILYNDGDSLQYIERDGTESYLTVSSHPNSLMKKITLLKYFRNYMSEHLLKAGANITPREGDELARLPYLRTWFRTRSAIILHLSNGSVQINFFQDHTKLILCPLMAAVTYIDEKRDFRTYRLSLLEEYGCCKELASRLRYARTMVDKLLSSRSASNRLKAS
# GLP-1R inv ag: qHTS of GLP-1 Receptor Inverse Agonists (Inhibition Mode). Glucagon-like peptide 1 receptor (Homo sapiens), P43220. HEK293 GLP-1R CRE-luciferase, luminescence, 24 h; GLP-1R form is constitutively active. Potency, µM (highest dose often 38.3 µM), for the others: at the top dose activity change, negative = inhibition, usual class: inhibitors. 410,000 compounds, 1.6% hits. AID 624417, 2012; also: potency is read from the fitted curve at half-maximal effect; % is scaled to controls: 0 for no effect and ±100 for the full control effect; nearly all actives have a fitted effect of over 55% in size
#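 Luminescence readout: a drop in cAMP-driven luciferase signal flags inverse agonism at a constitutively active GLP-1R stably expressed in HEK293. Compound exposure lasted 24 hr at 37 deg C, 5% CO2.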
# D3 antag: qHTS of D3 Dopamine Receptor Antagonist: qHTS; D3R cells, DiscoveRx beta-arrestin luminescence, antagonist mode; stronger effect = lower value; AID 652054, 2013; D(3) dopamine receptor (Homo sapiens), P35462; max response, negative = inhibition, %; 360,000 compounds, 2.5% hits; in the data active = max response below about -50%; inconclusive = no clear call, values can overlap the other calls; also: % is scaled to controls: 0 for no effect and ±100 for the full control effect; mostly tested at two doses, the higher about 12 µM
# Target sequence (P35462 whole entry, looked up): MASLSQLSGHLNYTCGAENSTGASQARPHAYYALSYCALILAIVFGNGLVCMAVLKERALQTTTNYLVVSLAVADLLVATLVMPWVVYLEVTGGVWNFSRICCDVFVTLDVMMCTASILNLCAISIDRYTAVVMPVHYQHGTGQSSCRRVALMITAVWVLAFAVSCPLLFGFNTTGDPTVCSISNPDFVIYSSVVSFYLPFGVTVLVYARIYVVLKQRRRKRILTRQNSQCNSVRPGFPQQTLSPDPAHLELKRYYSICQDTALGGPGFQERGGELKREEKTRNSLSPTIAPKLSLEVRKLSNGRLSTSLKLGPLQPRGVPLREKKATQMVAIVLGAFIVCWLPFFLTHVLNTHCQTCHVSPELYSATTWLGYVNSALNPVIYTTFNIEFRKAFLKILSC
#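 Cells plated overnight at 1500 cells/well, then exposed to library compounds with dopamine controls for 90 minutes at 37 degrees C. DiscoveRx reagent added for 30–60 minutes at room temperature; luminescence read, quantitative HTS format.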
# WRN helicase inh: qHTS for Inhibitors of WRN Helicase. Potency, µM (doses to about 114 µM), for the others: at the top dose activity change, negative = inhibition, actives largely listed as inhibitors. WRN helicase unwinding, fluorescent forked duplex, kinetic. AID 651768, 2012. 360,000 compounds, 0.46% hits; also: potency is read from the fitted curve at half-maximal effect; % is scaled to controls: 0 for no effect and ±100 for the full control effect; nearly all actives have a fitted effect of over 55% in size
#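 Fluorescence dequenching readout, ex 525 nm/em 598 nm, kinetic mode: forked duplex DNA (100 nM final) with adjacent fluorophore and quencher unwound by WRN (20 nM final) with 2 mM ATP. Compound preincubation 15 min, room temperature.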
# GLP-1R agonist: qHTS of GLP-1 Receptor Agonists; Glucagon-like peptide 1 receptor (Homo sapiens), P43220; HEK293 GLP-1R CRE-luciferase, luminescence, 4-6 h; cells express a hypersensitive GLP-1R form; Potency, µM (highest dose often 45.6 µM), inactives show at the highest dose activation, actives largely listed as activators; 380,000 compounds, 0.007% hits; also: potency is read from the fitted curve at half-maximal effect; % of control where 0% means no effect
# PI5P4K alpha inh: qHTS for Inhibitors of phosphatidylinositol 5-phosphate 4-kinase (PI5P4K); max response, %; 330,000 compounds, 1.2% hits; AID 652105, 2013; Phosphatidylinositol 5-phosphate 4-kinase type-2 alpha (Homo sapiens), P48426; PI5P4Kalpha enzyme, ADP-Glo luminescence, 60 min; stronger effect = lower value; active = max response of -50% or lower; inconclusive = between -30% and -50%; inactive = -30% or higher; also: value at the top dose of about 77 µM; % is scaled to controls: 0 for no effect and ±100 for the full control effect
#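 Human PI5P4Kalpha with substrate in 0.038 M HEPES pH 7.4, 0.28 mM EGTA, 0.1% CHAPS, 5% DMSO; reaction started with 5 microM ATP (final), 60 min at room temperature. ADP formed read by ADP-Glo luminescence.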
# D3 ag: qHTS of D3 Dopamine Receptor Agonist: qHTS; D3R DiscoveRx beta-arrestin cells, luminescence, 90 min; AID 652048, 2013; 410,000 compounds, 0.58% hits; max activation, %; in the data active = max activation above about 30%; also: 0% is about no effect; mostly tested at two doses, the higher about 12 µM
#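 Cells at 1500/well, incubated overnight, then treated with pinned compounds (dopamine as control) for 90 min at 37 degrees C. DiscoveRx reagent added for 30 - 60 minutes at room temperature; luminescence read.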
# Active calls of the source: *; ? = inconclusive; / = not tested or not shown; [ ] = dose if it differs, or a comment. Unless noted, calls follow the shape of the dose curve; as a rule, active = well fitted curve in the direction sought with a large enough effect; inconclusive = small, poorly fitted or top-dose-only effect, or another doubt; inactive = no such curve, though single readings can be large; an effect the other way counts as inactive or inconclusive.
SMILES,GLP1R cytotox,IL-2 act,PLK1 PBD inh,GLP-1R inv ag,D3 antag,WRN helicase inh,GLP-1R agonist,PI5P4K alpha inh,D3 ag
O=C(/C=C/c1ccccc1)N(Cc1cccs1)C1CCS(=O)(=O)C1 (stereo not drawn),-10%,0.2,-4%,11%,44,5%,15%,-2,-3
O=C(NCc1ccccc1)c1ccc(NC(=O)C2CCCC2)cc1,-5%,0.2,-6%,-5%,-15,1%,-3%,1,11
Nc1nnnn1CC(=O)N/N=C/c1cccs1,7%,0.6,-11%,14%,-4,-3%,7%,1,-6
CC(C)(C)c1ccc2c(c1)OCC(C(=O)O)O2 (stereo not drawn),-5%,-2.1,-1%,0%,27,-3%,0%,/,-5
CC1(C)Oc2ccc(C(=O)NC3CCCC3)cc2N(CC(=O)NC2CCCCC2)C1=O,7%,-1.7,1%,0%,?,3%,-6%,/,-9
Cn1cnc(S(=O)(=O)N2CCN(c3cccc(C(F)(F)F)c3)CC2)c1,-2%,1.3,7%,-36%,13,-3%,-1%,7,6
CC(C)=CCC/C(C)=C/CNC(=O)C[C@H]1C[C@H](C(=O)N2CCOCC2)[C@@]2(CCC3CCCC3)c3[nH]c4cc(CCC(=O)N(C)C)ccc4c3CCN2C1=O,-25%,-0.8,-4%,?,?,-3%,5%,2,-57
Cc1c(NC(=O)CN2C(=O)c3cccc4cccc2c34)c(=O)n(-c2ccccc2)n1C,3%,-3.2,-12%,?,2,3%[57.1 µM],2%,-1,0
CCN(CC)S(=O)(=O)c1ccc(N2CCOCC2)c(NC(=O)c2[nH]c(C)c(C(C)=O)c2C)c1,6%,1.7,-6%,9%,23,5%,11%,10,0
COc1ccc(C2=NN(C(C)=O)C(c3cccs3)C2)cc1OC (stereo not drawn),-2%,0.3,-12%,291%[activator],-3,8%,?,4,13
CC(NS(=O)(=O)c1ccc(OCC(=O)NCc2cccnc2)cc1)c1ccccc1 (stereo not drawn),-13%,-1.1,-2%,-7%,0,2%,2%,-2,-4
Cc1cccc(N2C(=O)c3cccc4cccc(c34)C2=O)c1,2%,0.5,-5%,14%,-7,-5%,7%,-4,-6
CC(=O)Nc1ccc(S(=O)(=O)NCC(=O)OCC(=O)c2ccc[nH]2)cc1,-20%,-3.2,0%,0%,1,3%,-3%,-18,4
N#C/C(=N\Nc1ccc(Cl)cc1)C(=N)N1CCCCC1,?,-1.6,-3%,?,0,-29%,-1%,5,-2
Cn1cnnc1Sc1ccc(C(=O)OCC(=O)Nc2cc(Cl)cc(Cl)c2)cc1[N+](=O)[O-],16%,0.7,-20%,-16%,0,3%,0%,7,-6
CCc1noc(C)c1C(=O)Nc1nc(-c2ccccc2)c(C(C)=O)s1,-6%,0.6,-10%,14%,5,-2%,7%,0,5
CCN(CC)CC(O)Cn1c(C)c(-c2ccccc2)c2cc([N+](=O)[O-])ccc21 (stereo not drawn),?,-0.6,-7%,4.5µM*,?,7%,2%,0,-7
Cc1c(NC(=O)CSc2nnc(-c3ccco3)n2-c2ccccc2)c(=O)n(-c2ccccc2)n1C,-6%,0.9,1%,-6%,-20,3%,-12%,-7,-1
O=c1cc(CN2CCc3ccccc32)nc2sccn12,3%,1.1,-11%,-2%,-24,?,8%,-7,1
O=S(=O)(NCCN1CCCC1)c1ccc(Br)cc1,3%,-0.1,-14%,-13%,-17,7%,2%,-7,-13

# Some of the entries so far, with bars between the fields:
SMILES | GLP1R cytotox | IL-2 act | PLK1 PBD inh | GLP-1R inv ag | D3 antag | WRN helicase inh | GLP-1R agonist | PI5P4K alpha inh | D3 ag
O=c1cc(CN2CCc3ccccc32)nc2sccn12 | 3% | 1.1 | -11% | -2% | -24 | ? | 8% | -7 | 1
CC(NS(=O)(=O)c1ccc(OCC(=O)NCc2cccnc2)cc1)c1ccccc1 (stereo not drawn) | -13% | -1.1 | -2% | -7% | 0 | 2% | 2% | -2 | -4
N#C/C(=N\Nc1ccc(Cl)cc1)C(=N)N1CCCCC1 | ? | -1.6 | -3% | ? | 0 | -29% | -1% | 5 | -2

# Later entries.
SMILES,GLP1R cytotox,IL-2 act,PLK1 PBD inh,GLP-1R inv ag,D3 antag,WRN helicase inh,GLP-1R agonist,PI5P4K alpha inh,D3 ag
O=C1C(Nc2ccccc2)=C(NS(=O)(=O)c2ccccc2)C(=O)c2ccccc21,14%,-2.5,-11%,11%,-12,10%,15%,-2,-29
CCN1C[C@@H]2[C@@H]3C(=O)N(Cc4ccccc4)C(=O)[C@@H]3[C@](CC)(C(=O)OC)N2C1=NCc1ccccc1,-5%,0.6,0%,1%,8,-2%,-4%,4,7
CN(CCC1CCCCO1)C(=O)CCc1nnc(Cc2c[nH]c3ccccc23)o1 (stereo not drawn),4%,1.3,5%,1%,20,-13%,-4%,2,7
Cc1cc(C)nc(N(C#N)CC(=O)c2ccccc2)n1,-32%,-3.4,-4%,0%,5,-2%,11%,/,3
O=C(OCC(=O)c1ccc[nH]1)c1ccc(C(F)(F)F)cc1,1%,-0.6,6%,7%,-13,-6%,-7%,-3,2
COc1cc(OC)c(C2N(c3ccc(Cl)c(Cl)c3)C(=O)C3CCCN32)cc1OC (stereo not drawn),0%,-1.2,1%,-13%,-16,3%,1%,0,3
CNC(=O)NC(=S)NC(=O)c1ccc(OC)cc1,-16%,-1.7,1%,6%,-72*,4%,3%,-4,-7
CCOCCCN(C(=O)c1ccco1)C(C(=O)NC1CCCC1)c1ccc(OC)cc1 (stereo not drawn),-4%,0.4,-5%,0%,5,2%,14%,2,-4
Cc1cccc(NC(c2ccc(C)s2)c2ccc3ccc(C)nc3c2O)n1 (stereo not drawn),-13%,-1.1,?,10%,-28,0%,7%,?,-2
Cc1ccc(S(=O)(=O)N2CC3(O)CN(C(=O)OC(C)C)N(C(=O)OC(C)C)CC3(OC(=O)NCc3ccccc3)C2)cc1 (stereo not drawn),-6%,0.8,-2%,?,27,-4%,4%,0,10
CSc1ccc(S(=O)(=O)NCC(=O)OCC(=O)N(C)Cc2ccccc2)cc1[N+](=O)[O-],4%,2.3,-7%,16%,-24,-19%,0%,-19,-6
COc1ccc(-c2nn(-c3ccccc3)cc2C(=O)N2CCN(S(=O)(=O)c3cccc(F)c3)CC2)cc1,3%,-0.3,4%,?,1,-8%,19%,4,14
Cc1ccc(C(C)C)c(OCc2nn(CC(=O)c3ccc(Cl)cc3)c3[n+]2CCCCC3)c1,?,-5.7,-5%,?,-52*,-12%,7%,41,-16
O=C(Nc1ccc2c(c1)OCCO2)c1cc2ccccc2o1,6%,0.2,-4%,?,12,-15%,-1%,1,-3
C#CCOCCOCCOCCNc1nc(N2CCN(C(=O)C([C@@H](C)CC)n3cc(C(N)Cc4ccc(O)cc4)nn3)CC2)nc(N2CCN(C(=O)[C@H](CCC(=O)O)n3cc(C(N)[C@H](C)CC)nn3)CC2)n1 (stereo partly drawn),-9%,0.9,-2%,-5%,8,0%,-3%,-4,7
O=C(NNc1cccc(Cl)c1)c1cccnc1Cl,-34%,-2.8,5%,1.3µM*,-2,3%,-2%,2,1
Oc1ccc2ccccc2c1C=Nc1ccc(Cl)cn1,-24%,-3.6,17µM*,-2%,-10,?,1%,-11,-9
COCC(=O)N(C)C[C@H]1Oc2cc(Br)ccc2S(=O)(=O)N([C@H](C)CO)C[C@H]1C,-6%,-4.3,5%,9%,15,10%,8%,-7,4
CCC(=O)N1CCCC(C)(C(=O)Nc2nccc3ccccc23)C1 (stereo not drawn),7%,0.1,-2%,9%,20,4%,5%,-4,9
COc1ccccc1NC(=O)Nc1nnc([C@H]2C[C@H](O)[C@@H](CO)O2)s1,2%,0.1,-4%,22%,0,3%,-1%,?,-12
C/C=C/C(=O)Nc1cccc(C2=NOC3(C2)C[C@@H](C(N)=O)N(C(=O)/C(C)=C/C)C3)c1 (stereo partly drawn),-4%,-0.4,-7%,6%,26,3%,0%,3,-4
CCOC(=O)c1ccccc1NC(=O)Nc1ccc(OC)c(OC)c1,4%,-0.3,0%,6%,12,-9%,-8%,/,-6
CCCC(=O)Nc1nc2c(OC)ccc(OC)c2s1,1%,2.2,-8%,9%,5,-8%,18%,1,0
CC(NC(=O)CSc1ncn[nH]1)c1ccc(Cl)cc1Cl (stereo not drawn),-5%,0.4,-12%,?,0,-2%,7%,3,-16
O=C(Nc1cccc(NC(=O)c2cccs2)c1)c1ccc(Br)o1,3%,-4.9,-16%,-25%,?,-6%,5%,6,-10
COc1ccc(OCCSc2nc3ccccc3c(=O)[nH]2)cc1,21%,-1.4,-3%,0%,-19,-14%,34%,/,14
COCCN1C[C@@H](CO)O[C@@H](n2cnc3c(N(C)C)ncnc32)C1,0%,0.1,-5%,5%,0,7%,-6%,0,-11
COc1ccc(CNC(=O)[C@@H]2CCCN2C(=O)[C@@H]2Cc3ccccc3CN2C(=O)OC(C)(C)C)cc1,-5%,0.6,-9%,?,-12,0%,3%,4,9
CCn1c(CN2CCCCCC2=O)nnc1SCc1cnc(-c2ccccc2)s1,?,-3.8,-4%,?,-1,1%,1%,8,0
COc1ccc(Cl)cc1NC(=O)c1nnn(CC(=O)Nc2cc(C)cc(C)c2)c1N,-4%,-2.3,1%,13%,5,0%,-2%,-1,3
CC(C)C(NC(=O)C(NC(=O)C1O[C@@H]2OC(C)(C)O[C@@H]2[C@H]2OC(C)(C)O[C@@H]12)C(C)C)C(=O)O (stereo partly drawn),0%,-0.3,0%,5%,-16,-1%,3%,2,10
Cc1ccc2cc(/C=N/NC(=O)CN3CCCCC3)c(Cl)nc2c1,-8%,0.1,-16%,-11%,-7,-8%[57.1 µM],3%,3,-6

# Source: PubChem BioAssay
